# Screens from PubChem.
# GPR55 antagonists: inhibition of LPI-stimulated GPR55 beta-arrestin translocation – imaging, U2OS, beta-arrestin-GFP, LPI agonist, primary screen (AID 2013). U2OS GPR55 beta-arrestin-GFP translocation imaging, LPI antagonism; higher % means a stronger effect. actives 0.13% (n = 290,000). inhibition, % at 10 µM, or IC50 in µM where a hit was titrated;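 active = spots per cell inhibited over 60%, with over 100 cells counted and total cytoplasm intensity under 500,000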;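 note: U2OS cells stably carrying GPR55 and arrestin-GFP stimulated by 5 µM LPI near EC80; imaged beta-arrestin-GFP aggregate spots per cell after agonist stimulation; plate controls were LPI-stimulated DMSO wells for no effect and DMSO wells without LPI for full effect; some results filed as inactive read as strong as hits; confirmed hits need IC50 under 10 µM and bright autofluorescent wells are also inconclusive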
# GPR35 arrestin U2OS: GPR35 antagonists blocking zaprinast-driven arrestin recruitment, primary screen, imaging, U2OS, beta-arrestin-GFP, zaprinast agonist (AID 2058) | U2OS GPR35 beta-arrestin-GFP translocation imaging, zaprinast antagonism; higher % means a stronger effect | one-dose inhibition, % at 10 µM; IC50 in µM for titrated hits | actives 0.052% (n = 290,000);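 active = inhibition of at least 50% with at least 30 cells and total cytoplasm GFP at most 10,000,000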
# KOR beta-arrestin-1: kappa opioid receptor blockers – cell-based, luminescence, uHTS (AID 1778); actives 0.091% (n = 290,000); KOR beta-arrestin recruitment, luminescence, antagonist mode; higher % means a stronger effect; inhibition, % at 10 µM, or IC50 in µM where a hit was titrated; in the data active = inhibition above about 50%; note: strong numbers were not always called active
# KOR beta-arrestin-2: KOR agonists, beta-arrestin recruitment, primary screen, cell-based, luminescence, uHTS (AID 1777) | KOR beta-arrestin recruitment, luminescence; higher % means a stronger effect | one-dose activation, % at 10 µM; EC50 in µM for titrated hits | actives 0.02% (n = 280,000); in the data active = activation above about 50%, passing the limit was not always enough; note: a part of the inactive calls stands beside numbers as strong as those of hits
# GPR55 activation: selective activators of receptor GPR55 – imaging, U2OS cells, beta-arrestin-GFP redistribution, primary screen (AID 1961) | U2OS GPR55 beta-arrestin-GFP redistribution imaging; higher % means a stronger effect | activation, % at 10 µM; hits with a dose series show EC50 in µM | actives 0.048% (n = 290,000);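 active = activation above 40% with more than 50 cells counted in the well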;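 note: U2OS osteosarcoma cells stably expressing GPR55 and beta-arrestin-GFP; plate controls were DMSO negative control for no effect and LPI positive control for full effect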
# HIV fusion peptide: cell-free HIV fusion peptide-binding blockers – biochemical, uHTS, fluorescence dequenching, primary screen (AID 1986) | inhibition, % at 20 µM, or IC50 in µM where a hit was titrated | cell-free peptide binding, fluorescence dequenching, 30 min; higher % means a stronger effect | actives 0.3% (n = 290,000); in the data active = inhibition mostly above about 52%, no sharp cut-off; inactive = mostly below about 76%; note: some results filed as inactive read as strong as hits
# West Nile virus CPE: West Nile virus antiviral activity, cell-based, CPE readout (AID 1621); West Nile virus-infected cells, CPE inhibition; higher % means a stronger effect; CPE inhibition, % at 10 µM, or IC50 in µM where a hit was titrated; actives 0.02% (n = 290,000); in the data active = a potency from the dose series; note: strong numbers were not always called active
# NS5 inhibitors: Dengue-2 NS5 methyltransferase inhibitors, primary screen, biochemical, confirmation dose response (AID 588689); inhibition, % at 25 µM, or IC50 in µM where a hit was titrated; Dengue-2 NS5 methyltransferase capping enzyme assay, biochemical; higher % means a stronger effect; actives 0.3% (n = 340,000); in the data active = a potency from the dose series
# NOD1 NF-kB reporter: inhibition of NOD1-driven NF-kB reporter – cell-based, luminescence, uHTS, primary screen (AID 1578); NOD1-driven NF-kB luciferase reporter cells, luminescence; higher % means a stronger effect; inhibition, % at 4 µM; hits with a dose series show EC50 in µM; actives 1% (n = 290,000); in the data active = inhibition mostly above about 36%, no sharp cut-off; inactive = mostly below about 34%;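 note: HEK-293T reporter cells stimulated with the NOD1 agonist gamma-tri-DAP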
# NS5 inhibitors pilot replicate: second read-out of NS5 inhibitors, no call of its own (marks repeat the call); inhibition, %; measured here: pilot screen replicate inhibition
# * = called active by the depositor; . = not tested or not shown; [ ] = remark or other dose. Only part of the results is shown; rates above refer to the full screens.
SMILES,GPR55 antagonists,GPR35 arrestin U2OS,KOR beta-arrestin-1,KOR beta-arrestin-2,GPR55 activation,HIV fusion peptide,West Nile virus CPE,NS5 inhibitors,NOD1 NF-kB reporter,others
CCOc1ccc2nc(SCC(=O)Nc3ccc4c(c3)OCO4)sc2c1,7%,-1%,-13%,0.1%,-0.2%,-1.6%,0.1%,-4%,67%*,
CC(=O)N1CCc2cc(S(=O)(=O)N3CCCCCC3)ccc21,2%,0%,-10%,6.1%,0.0%,-1.1%,1.4%,-3%,-28%,
CCC(=O)NCc1c(Cl)cccc1-n1cccc1,13%,3%,-25%,3.6%,-0.1%,0.4%,0.7%,-5%,0%,
O=C(NCCCN1CCOCC1)c1cc(Cl)ccc1Cl,2%,-9%,-27%[20 µM],-0.5%,0.1%,1.5%,-0.3%,-2%,-22%,
CCC1CCCCN1CCCNC(=O)CS(=O)(=O)Cc1nc(-c2cccc(OC)c2)oc1C (centres undefined),11%,-4%,-30%,5.4%,-0.1%,0.3%,-0.2%,9%,15%,
Cc1c(CC(=O)N2CCN(C(=O)C3COc4ccccc4O3)CC2)c(=O)oc2c(O)c(O)ccc12 (centres undefined),-16%,22%,-4%,-0.3%,-0.2%,18%,1.0%,7%,4%,
O=C(NCc1ccncc1)C12CC3CC(CC(Cl)(C3)C1)C2,2%,-8%,-6%,0.1%,0.6%,0.5%,-0.6%,1%,10%,
O=C(Cn1cc2c(n1)CCCCC2)Nc1ccc(F)cc1F,1%,-3%,-14%,-2.2%,-0.3%,1.2%,0.4%,.,-3%,
O=C(Cn1cnc2c(cnn2-c2ccc(Cl)cc2)c1=O)NC1CCCCC1,14%,-7%,-5%,-4.8%,-0.1%,3.3%,0.1%,-5%,-16%,
COc1ccccc1NC(=O)C1CCCN(S(=O)(=O)c2ccc3[nH]c(=O)ccc3c2)C1 (centres undefined),-4%,-9%,7%[20 µM],-6.7%,-0.3%,-1.2%,-0.3%,-3%,4%,
O=c1[nH]c(N2CCCCC2)nc2c1CCCC2,-2%,8%,32%,-4.0%,-0.1%,1.4%,0.9%,2%,-5%,
Cc1cccc(-n2ncc3c2CCCC3NC(=O)CCc2ccncc2)c1C (centres undefined),-5%,-13%,-23%,-3.4%,-0.2%,0.0%,-0.3%,1%,21%,
CC1CCN(c2nc3ccc(C(=O)N4CCN(Cc5ccccc5)CC4)cc3s2)CC1,4%,14%,-36%,0.9%,-0.2%,-1.3%,0.6%,-3%,-21%,
CCOc1cccc(-c2nnc3sc(-c4ccc(C)cc4)nn23)c1,-4%,15%,-29%,-6.7%,-0.2%,0.7%,.,.,-1%,
CCc1ccc(-c2cc(C)no2)cc1S(=O)(=O)N1CCN(c2ccccc2OC)CC1,7%,-11%,-8%,-4.4%,-0.1%,-1.0%,1.8%,-6%,-15%,
S=C(NCC1CCCO1)Nc1ccc(Cl)cc1 (centres undefined),6%,-2%,.,2.3%,-0.2%,-0.2%,-0.7%,-7%,-40%,
Cc1ccc2cc(CN(C)S(C)(=O)=O)c(=O)[nH]c2c1,30%,17%,-5%,-4.1%,0.5%,-1.3%,0.5%,.,-4%,
COc1ccc(OC)c(S(=O)(=O)NCCC(C)C)c1,-3%,12%,0%,-3.0%,-0.2%,1.6%,0.1%,.,2%,
O=C1CCC(C(=O)OC(C(=O)c2c[nH]c3ccccc23)c2ccccc2)=NN1 (centres undefined),7%,7%,8%,-0.7%,0.2%,3.0%,-0.8%,-15%,-18%,
CCc1ccc(C(=O)NC(C(=O)NCC2CCCO2)C(C)C)cc1 (centres undefined),3%,-3%,-14%[20 µM],-5.3%,-0.1%,0.5%,-1.0%,-6%,-21%,
Clc1ccc(-c2cn(-c3ccc(Cl)cc3)c3[n+]2CCCCC3)cc1,3%,-7%,26%,-3.0%,-0.2%,0.3%,2.7%,-5%,-4%,
O=C(COc1ccc(S(=O)(=O)N2CCOCC2)cc1)NCc1ccccn1,4%,-3%,32%,1.6%,0.0%,-0.4%,0.3%,2%,-8%,
O=C(Nc1nccs1)c1ccc(CSc2ccccc2)o1,1%,-8%,0%,1.2%,-0.1%,0.9%,-0.3%,-1%,-99%,
O=C1c2ccccc2-c2c1nc1c([n+]2[O-])CCCC1,-3%,1%,-34%,5.5%,-0.1%,-1.7%,0.1%,2%,-21%,
Cc1onc(-c2ccccc2Cl)c1C(=O)Nc1cnn(Cc2ccccc2)c1,8%,-7%,-22%,3.4%,-0.1%,0.4%,-0.5%,-6%,0%,

# Pulled one by one from above, 2 records:
SMILES,GPR55 antagonists,GPR35 arrestin U2OS,KOR beta-arrestin-1,KOR beta-arrestin-2,GPR55 activation,HIV fusion peptide,West Nile virus CPE,NS5 inhibitors,NOD1 NF-kB reporter,others
CCOc1ccc2nc(SCC(=O)Nc3ccc4c(c3)OCO4)sc2c1,7%,-1%,-13%,0.1%,-0.2%,-1.6%,0.1%,-4%,67%*,
O=C(COc1ccc(S(=O)(=O)N2CCOCC2)cc1)NCc1ccccn1,4%,-3%,32%,1.6%,0.0%,-0.4%,0.3%,2%,-8%,

# Further compounds.
SMILES,GPR55 antagonists,GPR35 arrestin U2OS,KOR beta-arrestin-1,KOR beta-arrestin-2,GPR55 activation,HIV fusion peptide,West Nile virus CPE,NS5 inhibitors,NOD1 NF-kB reporter,others
Cn1cc(-c2nnnn2-c2ccc(Cl)cc2)c(C(F)(F)F)n1,3%,-6%,-16%,-2.8%,0.3%,-3.2%,-0.1%,-11%,2%,NS5 inhibitors pilot replicate=3.3
Cc1ccc2c(c1)NC(=O)C(CC(=O)NCCN(C)C)O2 (centres undefined),-33%,11%,19%,-8.9%,-0.1%,1.7%,-0.1%,1%,8%,
Cc1ccccc1C(=O)Nc1ccc(S(=O)(=O)Nc2onc(C)c2C)cc1,7%,-3%,4%,7.0%,-0.2%,0.8%,0.3%,-7%,3%,
Cc1cc(C)c2c(CN3CCN(C)CC3)cc(=O)oc2c1,11%,4%,-41%,-1.2%,-0.1%,1.1%,-0.9%,-7%,-30%,NS5 inhibitors pilot replicate=-4.8
O=c1[nH]c(CSc2ccccn2)nc2c1cnn2-c1ccccc1,10%,-4%,20%,-0.2%,0.2%,2.3%,-1.5%,-2%,-26%,
CCC(C)NC(=O)CSc1nc2ccccc2c(=O)n1CCCN1CCCCC1 (centres undefined),9%,-1%,-45%[20 µM],6.6%,-0.3%,1.5%,-0.6%,2%,-19%,
O=C(O)C1C2C=CC(C2)C1C(=O)NCCc1ccccc1 (centres undefined),2%,1%,37%,-1.8%,0.5%,1.3%,0.5%,-2%,-9%,
O=C(O)c1ccc(Nc2ccc([N+](=O)[O-])c3nonc23)cc1,-1%,-10%,6%,-5.0%,-0.2%,1.5%,-0.1%,-2%,-17%,
O=C(c1ccncc1)c1nccn1-c1ccccn1,17%,-9%,26%,5.7%,1.4%,0.1%,-0.5%,-3%,17%,
CN1CCN(C(=O)c2cc3sc4ccccc4c3s2)CC1,-1%,-10%,-28%,8.0%,1.6%,0.6%,1.1%,.,-20%,
CCOc1ccccc1NC(=O)c1cc(C(=O)Nc2ccccc2OCC)cc(N2C(=O)CCC2=O)c1,5%,-2%,-30%[20 µM],-13%,-0.1%,2.2%,-0.1%,-8%,-20%,
CC(C)c1ccc(OCC(=O)Nc2ccc3oc(=O)ccc3c2)cc1,11%,3%,14%,0.4%,-0.1%,-1.8%,0.0%,-6%,4%,
Cc1ccc(C(=O)Nc2ccc(S(=O)(=O)N3CCOCC3)cc2)cc1,-6%,-2%,-13%[20 µM],-5.2%,0.3%,-1.5%,-0.5%,8%,-27%,
Cc1cc(C)n(C(=O)CNC(=O)c2ccccc2F)n1,9%,-12%,10%,0.7%,-0.2%,0.3%,0.8%,-4%,-44%,
COc1nc(N)nc(NC23CC4CC(CC(C4)C2)C3)n1,2%,-22%,8%,0.4%,-0.1%,0.7%,1.0%,-3%,.,
COc1ccc(/C=C2/C(=O)N(Cc3ccccc3)N=C2C)cc1,5%,-10%,-118%,6.2%,1.9%,-1.6%,0.3%,4%,-15%,
Cc1cc(C)n2nc(SCC(=O)NC3CCCCC3C)nc2n1 (centres undefined),16%,19%,-27%,-2.5%,-0.1%,-0.6%,0.0%,-4%,-26%,
O=C(CSc1nc2ccccc2[nH]1)N/N=C/c1ccco1,-3%,2%,-30%,-0.4%,0.3%,1.8%,-0.3%,-12%,-7%,
COc1ccc2c(c1)O/C(=C\c1sccc1C)C2=O,4%,2%,26%,-3.9%,-0.2%,-0.9%,-0.8%,3%,-27%,
CCOc1ccccc1OCCCC(=O)N1CCN(S(=O)(=O)c2cccc(F)c2)CC1,-3%,2%,-14%,1.6%,0.1%,-1.4%,-0.9%,-3%,-3%,
O=C(N/N=C1\CCSc2ccc(F)cc21)c1cccnc1,-10%,-7%,-40%,0.6%,-0.3%,-0.2%,-0.7%,-14%,-36%,
Cc1cccc(/C=N/NC(=O)c2c(-c3ccccc3)noc2C)c1O,6%,7%,-3%,4.9%,0.3%,1.5%,1.1%,-5%,-38%,
CCOC(=O)C1=C(C)NC(=O)NC1c1ccc(Cl)cc1Cl (centres undefined),-5%,6%,14%,-2.5%,-0.1%,0.6%,-0.9%,-9%,-1%,

# By substructure, the compounds so far containing an NH in an aromatic ring
SMILES,GPR55 antagonists,GPR35 arrestin U2OS,KOR beta-arrestin-1,KOR beta-arrestin-2,GPR55 activation,HIV fusion peptide,West Nile virus CPE,NS5 inhibitors,NOD1 NF-kB reporter,others
COc1ccccc1NC(=O)C1CCCN(S(=O)(=O)c2ccc3[nH]c(=O)ccc3c2)C1 (centres undefined),-4%,-9%,7%[20 µM],-6.7%,-0.3%,-1.2%,-0.3%,-3%,4%,
O=c1[nH]c(N2CCCCC2)nc2c1CCCC2,-2%,8%,32%,-4.0%,-0.1%,1.4%,0.9%,2%,-5%,
Cc1ccc2cc(CN(C)S(C)(=O)=O)c(=O)[nH]c2c1,30%,17%,-5%,-4.1%,0.5%,-1.3%,0.5%,.,-4%,
O=C1CCC(C(=O)OC(C(=O)c2c[nH]c3ccccc23)c2ccccc2)=NN1 (centres undefined),7%,7%,8%,-0.7%,0.2%,3.0%,-0.8%,-15%,-18%,
O=c1[nH]c(CSc2ccccn2)nc2c1cnn2-c1ccccc1,10%,-4%,20%,-0.2%,0.2%,2.3%,-1.5%,-2%,-26%,
O=C(CSc1nc2ccccc2[nH]1)N/N=C/c1ccco1,-3%,2%,-30%,-0.4%,0.3%,1.8%,-0.3%,-12%,-7%,
